BAP1 block: inhibitors of human BAP1 deubiquitinase; Q92560; recombinant BAP1, Ub-AMC hydrolysis fluorescence kinetic; active compounds read low; activity remaining (% of control), % at 20 µM; 0.48% of 72,000 active; AID 436;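 active means activity remaining at or below 50% of control, provided the compound also passes the data quality filters; inactive means the rest, including low values that fail the filters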;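 further: 100% = DMSO wells rate and 0% = substrate alone blank rate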
HePTP inhibitor: inhibitors of human HePTP phosphatase | P35236 | recombinant HePTP phosphatase activity, OD absorbance | inhibition, % at 20 µM | 0.64% of 110,000 active; in the data active means inhibition above about 50%;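 further: plate controls were vehicle for no effect and reference inhibitor for full effect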
Target sequence (P35236 whole entry, looked up): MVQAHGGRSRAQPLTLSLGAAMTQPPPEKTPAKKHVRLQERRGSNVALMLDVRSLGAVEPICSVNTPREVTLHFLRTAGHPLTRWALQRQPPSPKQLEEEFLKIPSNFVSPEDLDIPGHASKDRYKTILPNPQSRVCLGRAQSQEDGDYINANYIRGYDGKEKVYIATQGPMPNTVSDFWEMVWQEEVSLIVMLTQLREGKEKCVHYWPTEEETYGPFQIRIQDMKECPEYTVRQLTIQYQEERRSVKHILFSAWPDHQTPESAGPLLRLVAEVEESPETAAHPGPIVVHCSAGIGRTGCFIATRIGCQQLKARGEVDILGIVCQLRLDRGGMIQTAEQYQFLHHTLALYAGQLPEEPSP
Numbers without * were called inactive; nt = no result given; & = joins results of further samples. Compounds as they come (roughly 0.91% active in at least one column).

cpd	smiles	BAP1 block	HePTP inhibitor
1	COc1cccc(C(=O)N2N=C(c3ccc(F)cc3)CC2(O)C(F)(F)F)c1 (stereo not drawn)	nt	4.2
2	COC(=O)CSc1ncccc1-c1nc2ccccc2[nH]1	73.5	-5.7
3	Cc1nc2ncnn2c(N2CCN(C(=O)c3cccc(F)c3)CC2)c1Cc1ccccc1	113.2	-3.7
4	O=C1NC(=O)C(C=Nc2ccc(OC(F)F)cc2)C(=O)N1	nt	6.8
5	CCOC(=O)N1CCN(C(=O)c2cn(CC)c3cc(N4CCN(C)CC4)c(F)cc3c2=O)CC1	134.9	8.8
6	Cc1cc(C)cc(NC(=O)c2cc3ccccc3o2)c1	133.8	nt
7	c1ccc2c(c1)nc1n2CCN1	222.4	nt
8	CCN1C(=N)N(c2nc(N(C)C)nc(N(C)C)n2)CC1=O	nt	2.2
9	O=C(NCCOc1ccccc1)C1CCCN1C(=O)c1cccs1 (stereo not drawn)	110.7	11.8
10	Clc1ccc(Oc2nc(Oc3ccc(Cl)cc3)nc(N3CCOCC3)n2)cc1	66.7	4.6
11	CCOc1ccc2[nH]c(=O)c(CN(Cc3ccc(F)cc3)C(=O)c3ccco3)cc2c1	nt	1.5
12	COc1ccc(C2NC3=C(CCCC3)C(C#N)(C#N)C2(C#N)C#N)cc1 (stereo not drawn)	89.7	13.1
13	COC(=O)c1ccccc1NC(=O)C1CCCN(S(=O)(=O)c2ccccc2)C1 (stereo not drawn)	104.2	6.6
14	Cn1c(=O)c2c(nc(N3CCCCC3)n2Cc2ccc(Cl)cc2)n(C)c1=O	58.9	nt
15	CCN1CCN(C(=O)C2CCN(Cc3nc(-c4cccc(Cl)c4)oc3C)CC2)CC1	88.9	8.5
16	COc1ccc(C2NC(=O)NC(C)=C2C(=O)OCCOc2ccccc2)c(OC)c1 (stereo not drawn)	102.9	nt
17	Cc1ccc2c(c1)-c1c(ssc1=S)C(C)(C)N2C(=O)c1ccco1	nt	4.7
18	COC(=O)C1=CN(CCc2ccccc2)C=C(C(=O)OC)C1c1ccc2c(c1)OCO2	nt	-5.8
19	O=C(/C=C/c1ccccc1)N1CCC(CN2C(=O)c3cccc4cccc(c34)C2=O)CC1	nt	0.0
20	Clc1ccc(-c2nc(-c3cccnc3)no2)c(Cl)c1	nt	4.7
21	CC(=O)Nc1ccc(S(=O)(=O)N2CCN(C(C)CCc3ccccc3)CC2)cc1 (stereo not drawn)	97.0	2.5
22	CCOc1ccccc1/C=c1\sc2ncnn2c1=O	102.6	10.8
23	Cc1ccc(N2CC(C(=O)Nc3cccc(Cl)c3C)CC2=O)cc1 (stereo not drawn)	nt	-2.3
24	CCOc1ccc(Cl)cc1C=C1C(=O)NC(=S)NC1=O	nt	14.5
25	COc1ccc(N=c2oc3c(OC)cccc3cc2C(=O)NCc2ccco2)c(OC)c1	77.2	8.8
26	COc1ccccc1N1CCN(C(=O)N2CCOCC2)CC1	81.3	10.0&6.6
27	CCOC(=O)c1[nH]c2ccccc2c1NC(=O)C1CCCC1	95.1	2.5
28	Cc1cccc(Nc2ncc3c(n2)CC(C)CC3=O)c1 (stereo not drawn)	76.8	7.1
29	COc1cc(NS(=O)(=O)c2ccc([N+](=O)[O-])cc2)cc(OC)c1	nt	4.6
30	O=C(C1CCC1)N1CCc2cc(S(=O)(=O)NCCN3CCN(c4ccccc4F)CC3)ccc21	97.4	3.1
31	Cc1cc(C(F)F)n2nc(C(=O)Nc3ccccc3Br)nc2n1	94.4	5.6
32	COc1ccc(/C=C/C(=O)c2ccc(F)cc2)cc1[N+](=O)[O-]	nt	1.9
33	O=C(Nc1ccccc1)c1ccc(Cl)c(S(=O)(=O)Nc2ccc(Br)cc2)c1	nt	4.2
34	COc1ccc(-c2cc(C(=O)N3CCC(Cc4ccccc4)CC3)c3ccccc3n2)c(OC)c1	nt	2.9
35	COc1cccc(C(=O)Nc2sc3c(c2C(N)=O)CCC(C)C3)c1 (stereo not drawn)	nt	5.3
36	CC1CC(C)CN(C(=O)CCCn2c(=S)[nH]c3ccccc3c2=O)C1 (stereo not drawn)	52.3	-5.5
37	CC(C)(C)NC(=O)CSc1ncccn1	nt	4.4
38	Cc1ccc(S(=O)(=O)c2c(N)n(Cc3ccco3)c3nc4ccccc4nc23)cc1	nt	-0.5
39	CCN(CC)c1ccc(NC(=O)/C=C\c2ccccc2Cl)cc1	nt	104.0*
40	COc1ccc(C2CC3(CC(C)(C)NC(=O)N3)Oc3cc(O)ccc32)cc1 (stereo not drawn)	50.2	8.9
41	O=c1oc2c3c4c(cc2cc1-c1nc2ccccc2[nH]1)CCCN4CCC3	75.3	13.4
42	COc1ccc(-n2nc(C(=O)NCC(=O)NCc3ccco3)c3ccccc3c2=O)cc1Cl	nt	-1.6
43	Cc1ccc(NC2SC(=O)N(Cc3cccc(C(=O)O)c3)C2=O)cc1 (stereo not drawn)	96.6	0.0
44	CC1CN(Cc2nc3c(c(=O)n(C)c(=O)n3C)n2Cc2cccc(Cl)c2)CC(C)O1 (stereo not drawn)	81.5	-3.4
45	CCOc1cc(C(=O)Nc2ncccn2)cc(OCC)c1OCC	85.5	8.9&-0.3
46	Cc1ccc(-n2nc3cc(C)c(NC(=O)c4cccc([N+](=O)[O-])c4)cc3n2)cc1	nt	-19.1
47	COC(=O)c1ccc(NC(=O)CSc2nnc(COc3ccc4c(c3)CCCC4)o2)cc1	30.4*	2.9
48	COC(=O)c1ccc(N2C(=O)C3C(C2=O)C2C=CC3C23CC3)cc1 (stereo not drawn)	nt	5.2
49	Cc1cc(C)n2nc(C(=O)OCCOc3ccc(F)cc3)nc2n1	100.4	4.2
50	Cc1c(NC(=O)CC2=CCCC2)c(=O)n(-c2ccccc2)n1C	nt	-0.2

The list goes on.
cpd	smiles	BAP1 block	HePTP inhibitor
51	CCCCC(=O)Nc1ccccc1C(F)(F)F	nt	2.3
52	Cc1ccc(S(=O)(=O)C(NC(=O)c2ccccc2)=C(Cl)Cl)cc1	nt	4.8
53	CC(C(=O)NCc1ccco1)N1C(=O)c2ccccc2C1=O (stereo not drawn)	nt	6.8
54	Cn1c(=O)oc2cc(S(=O)(=O)Nc3cccc(F)c3)ccc21	86.8	-3.5
55	CC(C)OC(=O)Cn1c(=O)oc2ccccc21	94.0	-2.9
56	CCC(CO)NCC(O)CN1c2ccccc2Sc2ccccc21 (stereo not drawn)	146.1	nt
57	C=CCNc1nc(Nc2ccccc2)nc(Nc2ccccc2)n1	nt	-18.0
58	CN1C(=S)SC(C)(C)C1(C)NO (stereo not drawn)	102.8	8.0
59	Cc1onc(-c2ccccc2Cl)c1C(=O)NCc1ccc2c(c1)cc(C)n2C	78.9	9.8
60	CCc1cc(C)cc(OCCOc2ccccc2/C=N/n2cnnc2)c1	nt	3.7
61	CCOc1ccc(C(=O)Nc2ccc3nn(-c4ccc(OC)cc4)nc3c2)cc1Cl	nt	10.2
62	CC(C)(C)c1ccc2[nH]c3c(c2c1)CCCC3=O	nt	-15.3
63	COc1ccc(-c2oc3ncn4nc(COc5ccccc5)nc4c3c2-c2ccc(OC)cc2)cc1	nt	3.7
64	O=C1C(=Cc2ccc(Oc3ccc(C(F)(F)F)cc3[N+](=O)[O-])c(Cl)c2)C(=O)c2ccccc21	nt	11.4
65	COc1ccc(-c2cc(C(F)(F)F)n3nc(C(=O)NCCN4CCOCC4)c(Cl)c3n2)cc1	nt	2.5
66	Fc1ccccc1OCCOCCN1CCCCC1	nt	10.0
67	CCOC(=O)C1=C(C)N(C)C(=O)NC1c1cc2c(cc1[N+](=O)[O-])OCO2 (stereo not drawn)	nt	4.4
68	COc1ccc(-c2cc(=O)n3[nH]c(-c4ccc(C)cc4)c(C)c3n2)cc1	nt	-8.8
69	CN1CCN(NC(=O)c2ccc(Cl)cc2[N+](=O)[O-])CC1	nt	1.8
70	N#CCSc1nnc(Cc2ccc3c(c2)OCO3)o1	108.1	3.0
71	CCCOc1ccc(C(=O)NCCCCCC(=O)O)cc1	nt	-7.3
72	CC(=O)c1cccc(NC(=O)c2cccc(S(=O)(=O)N(C)C)c2)c1	101.2	-3.5
73	O=[N+]([O-])c1cc(C(F)(F)F)ccc1N1CCN(c2ccc(C(F)(F)F)cc2[N+](=O)[O-])CC1	73.2	nt
74	COc1cc(CN2CCN(C3C4CC5CC(C4)CC3C5)CC2)cc(OC)c1OC (stereo not drawn)	nt	-5.9
75	Cc1ccc(CNC(=O)C2CCCN(c3nc4ccccc4o3)C2)cc1 (stereo not drawn)	95.6	-5.7
76	COc1ccc(/C(O)=C2\C(=O)C(=O)N(c3cc(C)on3)C2c2cccc(OC)c2OC)cc1C (stereo not drawn)	nt	0.4
77	COc1ccc2nc(-n3c(C)ccc3C)sc2c1	81.4	-3.8
78	Cc1ccc(OCC(=O)N2CCN(C(=O)CCC3CCCC3)CC2)cc1	90.4	15.2
79	O=C(O)Cn1cnc2scc(-c3cccs3)c2c1=O	102.7	7.5
80	CCN(CC)S(=O)(=O)c1ccc(C(=O)Nc2nnc(C(C)C)s2)cc1	94.0	4.1
81	COc1cc(/C=C2/SC(=S)N(CC(=O)O)C2=O)cc(Cl)c1O	nt	97.7*
82	O=C(COc1ccc2ccccc2c1)Nc1ccccc1C(=O)Nc1ccccc1	nt	6.2
83	Cn1c(=O)[nH]c(=O)c2c1nc(Sc1ccccc1)n2CCc1ccccc1	77.2	12.2
84	CC(=O)Nc1ccc(-c2nc3cc(S(=O)(=O)c4ccc5oc(-c6ccc(NC(C)=O)cc6)nc5c4)ccc3o2)cc1	78.0	nt
85	CC(=O)Oc1ccc(Oc2ccc(-c3noc(C)n3)cc2)cc1	92.8	9.8
86	O=C(COc1ccccc1)NCC(=O)N/N=C/c1cccs1	nt	-1.2
87	O=C(CSc1nc(O)c(Cc2ccccc2)c(=O)n1-c1ccccc1)N1CCOCC1	nt	7.0
88	CCOC(=O)C1=C(C)N=c2s/c(=C\c3ccc([N+](=O)[O-])o3)c(=O)n2C1c1cccs1 (stereo not drawn)	nt	3.7
89	COc1ccc(S(=O)(=O)Nc2ncccc2O)cc1	nt	2.3
90	C=CCN1C(=O)/C(=C\c2cc(Cl)c(OCc3ccccc3Cl)c(OC)c2)SC1=S	nt	1.2
91	CCOc1ccc(NC(=O)N(C2CCCCC2)C(C)c2ccncc2)cc1 (stereo not drawn)	100.5	7.0
92	COc1ccc(N2CCN(CC(=O)Nc3ccc(-n4cnnn4)cc3)CC2)cc1	90.4	10.2
93	Cc1ccc(C)n1-c1ccc(Cl)c(C(=O)O)c1	nt	104.0*
94	Cc1c(/C=N/n2cnnc2)c2ccccc2n1CCOc1ccc(Cl)cc1	nt	10.6
95	CC(=O)Nc1ccc(C(=O)Nc2ccc(Br)cc2F)cc1	nt	-1.6
96	Cc1ccc(/C(N)=N/OC(=O)c2ccc(F)cc2)cc1	nt	-7.6
97	Cc1ccc(NS(=O)(=O)c2ccc(F)cc2)nc1	nt	-6.1
98	CCSc1nnc(NC(=O)C2CCCN(S(=O)(=O)c3cnc[nH]3)C2)s1 (stereo not drawn)	99.2	6.9
99	OC1CCN(C(c2ccc3ncccc3c2)c2nnnn2C2CCCCC2)CC1 (stereo not drawn)	83.7	3.2
100	O=C(CCCN1C(=O)c2ccccc2C1=O)Nc1c2c(nc3c1CCC3)CCC2	97.2	0.0

Compound profiles, as listed above.
Cc1ccc(C)n1-c1ccc(Cl)c(C(=O)O)c1 as listed: BAP1 block: nt; HePTP inhibitor: 104.0*
O=C(COc1ccc2ccccc2c1)Nc1ccccc1C(=O)Nc1ccccc1 as listed: BAP1 block: nt; HePTP inhibitor: 6.2

Following part.
cpd	smiles	BAP1 block	HePTP inhibitor
101	Cc1ccc(C(=O)N2C(C)CCCC2C)cc1[N+](=O)[O-] (stereo not drawn)	nt	4.4
102	Cn1c(=O)c2c(nc(NCCCO)n2Cc2ccccc2F)n(C)c1=O	98.0	nt
103	CCOC(=O)c1ccc(NC(=O)Nc2c(C)nn(C)c2C)cc1	120.2	10.9
104	COc1c(C)cccc1C(=O)Nc1cc(-c2nn3c(C)nnc3s2)ccc1C	97.6	4.5
105	Cc1cccc(C)c1N(Cc1ccccc1)C(=O)c1c(F)cccc1F	nt	2.2
106	CCN1CCN(C(=O)Cn2ncc3ccsc3c2=O)CC1	101.6	-1.9
107	O=C(COc1ccccc1)Nc1cc([N+](=O)[O-])ccc1Cl	nt	7.4
108	CCC(C(=O)Nc1ccccc1C(=O)N1CCCC1)N1C(=O)c2ccccc2C1=O (stereo not drawn)	61.6	8.1
109	O=C(Nc1ccccc1C(=O)O)c1cccs1	nt	-7.4
110	COc1cc(Br)cc(C2NC(=O)c3c(sc4c3CCN(C)C4)N2)c1O (stereo not drawn)	103.2	nt
111	CCN(CC)C(=O)COc1ccc2oc(C)c(C(=O)OC(C)C)c2c1	101.2	6.5&-5.8
112	CN(C)C=NC(=O)/C(C#N)=C1\CCc2ccccc2N1	nt	3.6&-15.4
113	COc1ccc(NC(=O)COc2nc(N(C)C)nc(N(C)C)n2)cc1	172.7	3.6
114	CCOC(=O)N(CCCC(=O)OC)CP(=O)(OCC)OCC	nt	2.0
115	COCCSc1ccccc1C(=O)NCC1CCCO1 (stereo not drawn)	108.2	-5.5
116	O=C(/C=C/c1cccs1)Nc1ccc(N2CCOCC2)cc1	nt	3.5

Compound activity from PubChem.
